FLuc stim CS = FLuc activators, initial screening, artefact control for FLuc-dependent activation tests, biochemical, ATPlite luminescence. ATPlite luciferase biochemical, 10 min; 0 = ATP-free wells, 1 = DMSO control. activation factor at 10 µM. 200,000 tested, under 10 active;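 active = luciferase activation factor, scaled between plate controls, of at least 2 with compound at 10 µM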
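Assay system: Luciferase/luciferin detection reagent, cell-free biochemical luciferase assay / Also added: ATP substrate / Schedule: 10 min at ambient temperature / Measured by: luminescence measurement of luciferase light output / Benchmarks: low control with PBS replacing ATP, high control enzyme plus ATP without compound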
Efa HMGR inh = inhibitors of E. faecalis class II HMGR, primary screen, biochemical, Enterococcus faecalis. purified E. faecalis HMGR, NADPH absorbance 340 nm kinetic. HMG-CoA reductase (Enterococcus faecalis, mvaE). inhibition, % at 10 µM. AID 1066, 2008. 190,000 tested, 0.41% active;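 active = inhibition above a set limit, the median over all tested compounds plus 3 SD, cut at about 9.5% in these data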;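 also: enzyme runs in reverse so mevalonate oxidation gives rising NADPH absorbance; 0% = complete reaction with DMSO and 100% = background rate lacking mevalonate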
Diaph act CS = compounds boosting diaphorase resazurin reduction – biochemical, uHTS, resorufin fluorescence, counter-screen for diaphorase-coupled primary assays, primary screen | 190,000 tested, 0.005% active | activation factor at 20 µM | Diaphorase/resazurin coupled assay, 16 min; stronger effect = higher value; 1 = vehicle wells, 0 = NADH-free wells;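 active = diaphorase activity raised at least twofold by the compound at 20 µM; inactive = activation factor below 2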
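Material: purified diaphorase enzyme from Clostridium kluyveri / Medium: HEPES pH 7.4 buffer with MgCl2 and Tween 20 / Schedule: enzyme reaction of 16 min at room temperature / Measured by: resorufin fluorescence, excitation 544 nm, emission 590 nm / Evaluation: rise in resorufin formation, marking diaphorase activation or chemical reduction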
TNAP inh noacc = human TNAP enzyme inhibitors, primary screen, biochemical, luminescent, no phosphate acceptor, uHTS. purified TNAP, CDP-star luminescence, 30 min. AID 1012, 2008. 200,000 tested, 0.26% active. inhibition, % at 20 µM;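 active = tissue-nonspecific alkaline phosphatase inhibition above about 50% at 20 µM in the single-dose screen, limit read from the data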;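 also: 0% = DMSO negative control and 100% = EDTA positive control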
Target sequence (P05186 whole entry, looked up): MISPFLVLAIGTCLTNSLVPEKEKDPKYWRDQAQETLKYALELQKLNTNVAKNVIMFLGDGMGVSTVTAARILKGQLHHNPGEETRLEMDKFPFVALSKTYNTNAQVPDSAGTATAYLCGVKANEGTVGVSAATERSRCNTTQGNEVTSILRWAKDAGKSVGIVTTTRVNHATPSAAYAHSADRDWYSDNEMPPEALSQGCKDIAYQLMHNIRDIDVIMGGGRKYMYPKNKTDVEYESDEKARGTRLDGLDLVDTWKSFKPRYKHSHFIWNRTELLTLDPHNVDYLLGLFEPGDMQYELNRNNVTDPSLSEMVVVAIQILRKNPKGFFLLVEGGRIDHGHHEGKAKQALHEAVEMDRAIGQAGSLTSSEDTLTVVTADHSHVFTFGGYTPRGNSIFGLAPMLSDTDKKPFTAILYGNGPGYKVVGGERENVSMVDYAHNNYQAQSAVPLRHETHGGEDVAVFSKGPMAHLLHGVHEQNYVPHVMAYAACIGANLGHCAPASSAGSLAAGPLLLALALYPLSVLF
G6PDH counter = L. mesenteroides G6PDH inhibitors, counter-screen for G6PDH-coupled screening assays, biochemical, Leuconostoc mesenteroides enzyme. glucose-6-phosphate dehydrogenase [Leuconostoc mesenteroides]. Purified L. mesenteroides G6PDH, diaphorase/resazurin coupled fluorescence, 45 min. inhibition, % at 5 µM. 200,000 tested, 0.12% active. AID 1020, 2008; in the data active = inhibition above about 50%
TNAP act hiacc = TNAP activators at high phosphate acceptor level, primary screen, biochemical, luminescence, uHTS; Alkaline phosphatase, tissue-nonspecific isozyme (Homo sapiens), P05186; purified TNAP, CDP-star luminescence, 1 M DEA, 30 min; stronger effect = higher value; 0 = EDTA background, 1 = DMSO-only activity; activation factor at 20 µM; 200,000 tested, under 10 active;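 active = activation factor at least 2 at 20 µM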
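Control set: EDTA negative control, DMSO positive control / Assay system: human TNAP / Quantity: TNAP 1/800 final / Evaluation: TNAP activation factor scaled between EDTA and DMSO control wells / Measured by: luminescent substrate turnover signal / Compound dosing: one dose, 20 µM / Times: 30 min enzyme reaction at room temperature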
PMI activator = activators of human PMI, primary screen, biochemical, fluorescence intensity, near-Km mannose 6-phosphate. Mannose-6-phosphate isomerase (Homo sapiens), P34949. purified human PMI, coupled resazurin fluorescence, 20 min; stronger effect = higher value; 1 = vehicle control, 0 substrate-free wells. activation factor at 20 µM. 190,000 tested, 0.005% active. AID 1214, 2008;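 active = activation factor of 2 or more at 20 µM, relative to plate controls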
Target sequence (P34949 whole entry, looked up): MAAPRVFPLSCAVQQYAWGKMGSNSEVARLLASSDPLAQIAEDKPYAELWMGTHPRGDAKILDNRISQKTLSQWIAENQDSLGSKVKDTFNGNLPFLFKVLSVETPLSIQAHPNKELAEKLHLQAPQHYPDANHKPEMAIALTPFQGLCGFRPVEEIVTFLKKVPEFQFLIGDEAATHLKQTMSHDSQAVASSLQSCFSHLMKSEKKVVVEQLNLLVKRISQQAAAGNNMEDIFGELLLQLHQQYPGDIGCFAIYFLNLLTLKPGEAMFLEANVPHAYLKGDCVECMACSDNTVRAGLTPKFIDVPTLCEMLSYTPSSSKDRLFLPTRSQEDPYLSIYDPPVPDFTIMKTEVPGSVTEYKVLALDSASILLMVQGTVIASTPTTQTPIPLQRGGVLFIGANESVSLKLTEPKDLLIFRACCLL
Diaph inh CS = diaphorase inhibitors and chemical oxidizers, primary screen, counter-screen for diaphorase-coupled primary assays, biochemical, uHTS, resorufin fluorescence; 190,000 tested, 0.69% active; AID 1217, 2008; inhibition, % at 20 µM; diaphorase resazurin-to-resorufin fluorescence, NADH, 16 min; bacterial (C. kluyveri) enzyme, not human;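 active = primary screen inhibition at 20 µM above a set limit, cut at about 50% in these data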;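 also: plate controls were DMSO with full reaction for no effect and wells lacking NADH for full effect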
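Assay system: diaphorase enzyme from Clostridium kluyveri. Quantity: enzyme working solution with 0.14 U/mL diaphorase. Schedule: reaction incubation of 16 min at room temperature. Technique: resorufin fluorescence, excitation 544 nm, emission 590 nm. Controls: No-NADH positive control and DMSO neutral control.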
PMI act satM6P = human PMI activators, high substrate, primary screen, biochemical, fluorescence intensity, near-saturating mannose 6-phosphate | Mannose-6-phosphate isomerase (Homo sapiens), P34949 | coupled PMI enzyme assay, resazurin fluorescence, 20 min; stronger effect = higher value; 1 = untreated enzyme, 0 = substrate-free blank | activation factor at 20 µM | 190,000 tested, 0.34% active | AID 1216, 2008;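 active = activation factor of 2 or more at 20 µM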
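test system = human PMI in coupled enzyme assay | medium = HEPES-buffered pH 7.4 with magnesium and detergent | also added = 1.0 mM mannose-6-phosphate substrate with 0.22 mM NADP+ | compound = 20 µM single dose | times = 20 min incubation at room temperature | measured by = resorufin fluorescence (Ex 544/Em 590 nm) from resazurin via diaphorase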
TNAP inh hiacc = human TNAP enzyme inhibitors, primary screen, biochemical, luminescent, high phosphate acceptor level, uHTS. 200,000 tested, 0.03% active. Alkaline phosphatase, tissue-nonspecific isozyme (Homo sapiens), P05186. purified TNAP, CDP-star luminescence, 1 M DEA. inhibition, % at 20 µM;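 active = over 50% inhibition of tissue-nonspecific alkaline phosphatase at 20 µM in the single-dose screen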;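 also: plate controls were DMSO wells for no effect and EDTA-quenched wells as full inhibition for full effect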
Numbers without * were called inactive; x = no result given.

SMILES	FLuc stim CS	Efa HMGR inh	Diaph act CS	TNAP inh noacc	G6PDH counter	TNAP act hiacc	PMI activator	Diaph inh CS	PMI act satM6P	TNAP inh hiacc
Cc1cc(=O)n(C)c(=O)n1CC(=O)N1CCCCCC1	1	-5	1.2	5	5	1	1.1	-19	1.1	-2
COc1ccc(C)cc1NC(=O)CCN1CC(C)OC(C)C1 (stereo unspecified)	1	-6	1.1	-10	8	1	1.2	-10	1.1	-4
COC(=O)c1c(NC(=O)CSc2ncnc3c2cnn3-c2ccccc2Cl)sc2c1CCCC2	1	-5	0.9	-4	4	1	0.9	15	1	0
Cc1nn(-c2ccccc2)c(Cl)c1/C=C/C(=O)c1ccc(O)cc1	0.9	1	0.7	5	-54	0.9	1	28	1.1	13
CCCCCn1c(NCc2ccco2)nc2ccccc21	1	1	0.8	-17	-3	1	0.9	18	0.9	-4
Cc1noc(/C=C/c2ccc(-c3ccccc3Cl)o2)c1[N+](=O)[O-]	1	-3	0.9	10	3	0.9	0.9	10	1	14
Cc1cc(C(=O)N/N=C/c2cc(Br)cc(Br)c2OC(=O)c2cccc(F)c2)n[nH]1	1.1	1	1	-49	0	1	1.1	-4	1	-3
Cn1cnc2c1c(=O)n(Cc1c(Cl)cccc1Cl)c(=O)n2C	1.1	-4	1	-8	6	1	0.9	1	1	-4
CCN(CC)S(=O)(=O)c1cccc(NC(=O)c2cncc(Br)c2)c1	1	-7	0.9	-14	-3	1.1	0.9	13	1	-6
CC(C)=CCC/C(C)=C/CC(C)(C)CNCCN1CCNCC1	1.1	-6	1.2	7	4	1	1.1	-17	1	-4
CCOC(=O)C1(Cc2ccc(OC)cc2)CCN(C(=O)C2CCCO2)CC1 (stereo unspecified)	1	-2	1	-7	19	1	1	-1	1	-2
CCCn1nnnc1NCc1c(F)cccc1Cl	1.1	2	0.9	-8	10	1	1	9	1	-4
S=C(c1cn(Cc2ccccc2)c2ccccc12)N1CCOCC1	1.1	3	0.8	-2	6	1	1	20	0.9	1
Cc1ccccc1NC1(C#N)C(=O)Nc2ccccc21 (stereo unspecified)	1.1	-6	0.9	8	0	1	1	11	1	-1
Cc1nc2c(-c3ccccc3)c(C)nn2c(C)c1CC(=O)O	1.1	-2	1	-1	6	1.1	1.1	-2	1.1	-6
CCOc1cc(/C=C2\C(=O)NN(c3ccccc3)C2=O)cc([N+](=O)[O-])c1O	1	-2	0.5	23	6	0.7	1.3	53*	1.2	26
COc1ccc(/C=N/Nc2ncnc3sc(C)c(C)c23)cc1	1	1	0.9	-23	4	1	1.1	11	1.1	-5
FC(F)(F)c1cnc(-c2cnc(-c3ccncc3)nc2)c(Cl)c1	0.9	-1	1.1	-4	-17	0.9	1.2	-9	1.2	7
CC(=O)N(c1ccc(C(C)C)cc1)C1C=CS(=O)(=O)C1 (stereo unspecified)	1	0	1.1	-7	4	1	1	-11	1	-2
Cc1cc2n(n1)C(c1cn(-c3ccccc3)nc1C)Nc1ccccc1-2 (stereo unspecified)	1	-10	0.8	-4	7	1	1.1	15	1	-4
O=C(CSc1nnc(CNC(=O)c2cccs2)o1)Nc1ccccc1	1.1	-5	1	-16	1	1	1.1	2	1.1	-4
CC1Oc2ccccc2N(CC(=O)c2ccccc2)C1=O (stereo unspecified)	1	-4	1	-7	4	1.1	0.9	2	1	-6
Cn1nc(C(C)(C)C)c([N+](=O)[O-])c1C(=O)Nc1ccccc1	1	-2	1	-10	7	1.1	1	-1	1	-6
COC(=O)C1C2C=CC3(CN(C(C)c4ccc(OC)cc4)C(=O)C13)O2 (stereo unspecified)	1	-4	0.9	-8	0	1.1	0.9	6	1	-6
CN1CCN(Cc2oc(CO)cc(=O)c2O)CC1	1.1	-1	0.8	-7	18	1.1	0.9	17	0.9	-7
O=C(O)CCSc1nnc(-c2ccc3c(c2)OCO3)o1	0.7	1	0.8	-13	2	1	1	19	1	-2
CC(=O)c1cccc(NC(=O)CCCOc2ccc(C)cc2)c1	1	-3	0.8	-5	10	1	0.9	16	0.9	-2
O=C(Nc1ccc2c(c1)OCCO2)C1CCN(S(=O)(=O)Cc2ccccc2)CC1	1	1	0.9	-13	4	1	1	11	1	-5
O=C(OCCN1C(=O)c2ccccc2C1=O)c1cccc(OC(F)F)c1	1.1	-2	0.9	-1	-1	1.1	1.1	11	1	-7
COc1cccc(-n2ccnc2SCC(=O)N2CCc3ccccc32)c1	1	-2	0.9	-15	-18	1	1	11	0.9	-4
O=C(Cn1cccc1)N1CCN(C(c2ccccc2)c2ccccc2)CC1	1.1	-1	1	-5	-17	1.1	1	3	1	-5
Cc1cc(C(=O)CSc2nc(N)cc(N)n2)c(C)n1CCc1ccc(F)cc1	1	-2	0.8	-8	-35	1	0.9	16	0.9	-3
COc1ccc(NS(=O)(=O)c2ccc3nc(COc4cccc5ccccc45)[nH]c3c2)cc1	1	-3	0.7	-61	-11	1	1	32	0.9	-2
Cc1nc2c3c(-c4ccccc4)c(-c4ccccc4)oc3ncn2n1	1	x	0.9	-3	2	1	0.9	14	0.9	2
COc1cc(/C=N/N=C(\N)c2nonc2N)ccc1O	0.7	-1	1	16	7	1	1.1	1	1	4
COc1nc(Cl)cn(-c2ccc(C)cc2)c1=O	1	1	0.9	-7	3	1	1.1	6	1.1	-4
Cc1cc(C)c(C(=O)Cn2cnc3cc([N+](=O)[O-])ccc3c2=O)cc1C	1.1	-3	0.8	0	0	1	1	19	0.9	-2
O=C(NCCc1c[nH]c2ccccc12)/C(=C\c1ccco1)NC(=O)c1ccco1	1	0	0.8	-4	13	1	1	15	0.9	2
O=S(=O)(NCCc1ccccc1)c1ccc(S(=O)(=O)N2CCCCC2)cc1	1.1	-6	0.9	-11	2	1.1	1	12	1	-6
COc1cc(CNC(=O)C2CCCN2S(=O)(=O)c2ccccc2)cc(OC)c1OC (stereo unspecified)	1.1	-4	0.9	-10	1	1	1	8	1.1	-4

An excerpt from above in order of their number in PMI act satM6P, largest number first:
Structure	FLuc stim CS	Efa HMGR inh	TNAP inh noacc	TNAP act hiacc	PMI activator	PMI act satM6P	TNAP inh hiacc
COc1nc(Cl)cn(-c2ccc(C)cc2)c1=O	1	1	-7	1	1.1	1.1	-4
COc1cc(/C=N/N=C(\N)c2nonc2N)ccc1O	0.7	-1	16	1	1.1	1	4
Cc1cc(C)c(C(=O)Cn2cnc3cc([N+](=O)[O-])ccc3c2=O)cc1C	1.1	-3	0	1	1	0.9	-2

New compounds follow
SMILES	FLuc stim CS	Efa HMGR inh	Diaph act CS	TNAP inh noacc	G6PDH counter	TNAP act hiacc	PMI activator	Diaph inh CS	PMI act satM6P	TNAP inh hiacc
CCOC(=O)N1CCN(c2cc(=O)n(Cc3ccc(F)cc3)c(=O)[nH]2)CC1	1.1	-7	1	-9	0	1	1	2	0.8	-1
COC(=O)CCCC(=O)NC(C)c1cnn(-c2ccccc2C)c1C (stereo unspecified)	1.1	-5	0.9	-1	11	1	0.9	7	1	-2
COc1cc(C(=O)OCC(=O)NC2CCS(=O)(=O)C2)c([N+](=O)[O-])cc1OC (stereo unspecified)	1.1	1	0.9	-4	-1	1	0.9	12	0.8	0
Cc1cc(C(=O)N/N=C/c2ccc(OC(=O)c3ccccc3Br)cc2)n[nH]1	1.1	4	1	-13	7	1	1	-4	1.1	-5
C(=C\c1cc(/C=C/c2ccccc2)ncn1)/c1ccccc1	0.9	4	1	-4	8	1	1	-3	1	1
Cc1cc(/C=N\NC(=O)CC(=O)NC2CCCCC2)c(C)n1-c1cccc(Cl)c1Cl	1.1	1	1	-5	-16	1.1	0.9	0	1	-8
COc1cc(/C=N/NC(N)=O)cc(Br)c1OCc1ccc(C)cc1	1	-5	0.9	-8	1	1	0.9	6	1	-2
Cn1c(NC(=O)C2CCCO2)cc(=O)n(C)c1=O (stereo unspecified)	1.1	-3	0.9	-6	2	1	1	15	0.6	0
COC(=O)C(C)Sc1ccc2nnc(-c3cccc(F)c3)n2n1 (stereo unspecified)	1.1	-4	0.9	-6	5	1	1.3	12	1.3	1
CCNC(=O)C1=C(O)c2sccc2N(C)S1(=O)=O	1	-3	1	-2	-2	1	1.1	1	1	0
CCCNC(=O)NC(=O)CSc1ccc2c(c1)OCCO2	1.1	0	0.9	-8	3	1	1	8	1	-3
Cc1cccc(C)c1NC(=O)CN1C(=O)NC(C)(CCc2ccccc2)C1=O (stereo unspecified)	1.1	13*	1	-4	1	1	1	2	1	-4
Cc1cc(NC(=O)Cn2c(=O)n(CCCCC(=O)NC3CCN(Cc4ccccc4)CC3)c(=O)c3ccccc32)n[nH]1	1	-2	1.1	-9	-1	1	1	-8	0.9	-3
COCCNC(=O)c1ccccc1NC(=O)Cc1ccccc1[N+](=O)[O-]	1	-7	1	-6	-2	1	0.9	3	0.9	-2
CS(=O)(=O)N1CCN(c2ccc(C(=O)NC3C4CC5CC(C4)CC3C5)cc2[N+](=O)[O-])CC1 (stereo unspecified)	1.1	-7	0.7	7	11	1	0.9	26	0.9	0
O=C(c1cccnc1)N(c1cc2sc(=O)oc2c2ccccc12)S(=O)(=O)c1ccccc1	1	-2	0.6	0	5	1	1.1	39	1.1	4
CCc1ccc(CCC(=O)Nc2sc3c(c2C#N)CCCC3)o1	1.1	1	0.8	-14	-32	1	0.9	24	0.9	-5

Efa HMGR inh: what is marked active above.
structure	FLuc stim CS	Efa HMGR inh	TNAP inh noacc	TNAP act hiacc	PMI activator	PMI act satM6P	TNAP inh hiacc
Cc1cccc(C)c1NC(=O)CN1C(=O)NC(C)(CCc2ccccc2)C1=O (stereo unspecified)	1.1	13*	-4	1	1	1	-4

Bioassay records deposited in PubChem BioAssay by several laboratories.
